# NCOA2 inhibitor: inhibits human steroid receptor coactivator 2 | HEK293 GAL4-SRC2 luciferase reporter, luminescence | inhibition, % at 9 µM | actives 0.17% (n = 370,000) | AID 651957;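 active means inhibition above the mean inhibition of all tested compounds plus 3 SD, set per campaign, cut at about 52% in these data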;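 further: 0% = DMSO treated cells and 100% = cells given Gossypol at 36 µM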
# NOD2-RIPK2 inh: blocks binding of human NOD2 to RIPK2. CHO BLA complementation NOD2-RIPK2, CCF4 ratio. inhibition, % at 4.98 µM. actives 0.38% (n = 360,000). O43353; in the data active means inhibition above about 21%;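 further: 0% = vehicle only and 100% = reference blocker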
# NR2F2 inh: NR2F2 (human) inhibition, primary screen. actives 0.7% (n = 370,000). P24468. HEK293T NGFI-A luciferase reporter, luminescence. inhibition, % at 8.6 µM;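 active means inhibition above a per-plate cutoff, mean inhibition of test wells between control levels plus 3 SD, cut at about 38% in these data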;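 further: cells cotransfected with COUP-TFII expression vector driving the NGFI-A reporter; 0% = median of COUP-TF2 test wells and 100% = reporter-only cells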
# Vif inh: HIV Vif inhibition; HEK293T cells, Vif self-association by quenched fluorescence, imaging, 24 h; inhibition, % at 7.49 µM; actives 0.35% (n = 340,000); in the data active means inhibition above about 50%, passing the limit was not always enough; further: some results filed as inactive read as strong as hits
# TRAIL sens C8: sensitizes caspase-8 expressing cells to TRAIL; NB7+C8 cells + TRAIL, ATPlite viability luminescence; actives 1% (n = 360,000); AID 624354; inhibition (viability loss, TRAIL sensitization), % at 10 µM;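 active means compounds causing at least 50% loss of cell viability in the single-dose screen, relative to plate controls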
# LMP1 NFkB inh: inhibitors of Epstein-Barr LMP1-induced NF-kappaB reporter; LMP1-induced NF-kappaB luciferase reporter cells, luminescence; inhibition, % at 12.5 µM; actives 0.69% (n = 350,000); in the data active means inhibition above about 41%;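 further: 0% = neutral control wells and 100% = reference inhibitor control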
# NR5A2 inv ag: suppresses constitutive activity of human LRH-1; O00482; HEK293T StAR-luciferase reporter, LRH-1 transfected, 24 h; inhibition, % at 3.6 µM; actives 0.13% (n = 360,000);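 active means inhibition above the mean inhibition of all tested compounds plus 3 SD, cut at about 73% in these data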;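 further: 0% = DMSO wells and 100% = reporter-only cells lacking LRH-1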
# TLR9-MyD88 inh: TLR9-MyD88 interaction inhibition; CHO BLA complementation TLR9-MyD88, CCF4 FRET ratio; actives 0.21% (n = 340,000); inhibition, % at 4.98 µM;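 active means inhibition above the mean over all tested compounds plus 3 SD, cut at about 21% in these data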;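 further: 0% = DMSO only wells and 100% = clavulanate BLA inhibitor control wells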
# SRC1 inh: inhibits human SRC1 coactivator. Q15788. HEK293 GAL4-SRC1 luciferase reporter, luminescence. inhibition, % at 3.6 µM. actives 0.12% (n = 360,000). AID 588354;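 active means inhibition above the campaign mean plus 3 SD, with each screening campaign given its own cutoff, cut at about 60% in these data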;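 further: 0% = DMSO treated cells and 100% = gossypol at 36 µM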
# TROY signal inh: TROY signaling inhibition; inhibition, % at 10 µM; Q293 LMP1-TROYcd NF-kB luciferase reporter, 4 h; actives 0.98% (n = 360,000);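 active means compounds whose plate-normalised and pattern-corrected inhibition of the luciferase reporter signal at the single screening dose is 50% or more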
# NCOA3 inh: inhibitors of human steroid receptor coactivator 3 (SRC3); Q9Y6Q9; HEK293 GAL4-SRC3 luciferase reporter, luminescence; inhibition, % at 3.6 µM; actives 0.17% (n = 360,000); AID 588352;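 active means inhibition above a per-campaign cutoff, the mean of all compounds plus 3 SD, cut at about 60% in these data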;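 further: 0% = DMSO-treated cells and 100% = gossypol-treated cells at 36 µM; higher means less SRC3-driven luciferase light from the GAL4 reporter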
# * marks the source's active call; other numbers are inactive results; · = no result given. An excerpt (hit frequency here may not be typical).
SMILES,NCOA2 inhibitor,NOD2-RIPK2 inh,NR2F2 inh,Vif inh,TRAIL sens C8,LMP1 NFkB inh,NR5A2 inv ag,TLR9-MyD88 inh,SRC1 inh,TROY signal inh,NCOA3 inh
Cc1cccn2c(=O)nc(SCC(=O)N3CCC(Cc4ccccc4)CC3)nc12,3,-6,4,4,2,3,-26,0,-50,-11,2
Cc1ccc(F)cc1C(=O)N1CCCC(c2cc(C(=O)Nc3ccccc3Cl)no2)C1 (centres undefined),13,-3,22,-8,10,·,-3,·,2,29,14
COc1ccc(Cl)cc1NC(=O)CN1C(=O)C(=O)N(C2CCCC2)C1=O,-10,-13,-5,8,-15,-10,-4,-1,0,-6,-3
COc1ccc(C(C(=O)NC2CCCC2)N(C(=O)c2ccoc2C)c2ccc(C)cc2)cc1 (centres undefined),5,2,3,6,8,-10,4,-7,12,-2,14
Cc1cccc(C(=O)OCC(=O)N2c3ccccc3CC2C)c1C (centres undefined),-63,-2,-9,·,14,2,5,8,-27,-23,-5
CN(CCc1ccccc1)C(C(=O)Nc1ccc2c(c1)OCCO2)C1CC1 (centres undefined),21,-5,4,·,-9,·,-12,·,7,-2,1
COc1ccccc1CC(=O)NC1CC1,8,1,-2,-4,-13,12,-27,-3,1,9,-1
CC(=O)c1cnc2nc(SCc3ccc(C)cc3)nn2c1C,0,8,3,21,-22,0,-5,-12,-9,-17,-13
Cc1sc2ncn(CC(=O)NCCCC(=O)N3CCN(c4ccccn4)CC3)c(=O)c2c1C,-19,0,-1,1,2,-1,-10,-5,5,12,8
COCC1CCCCN1Cc1cn(-c2ccccc2)nc1-c1ccc2c(c1)OCO2 (centres undefined),-9,-2,-3,1,2,-10,-1,3,-3,-4,13
CCOC(=O)c1c(NC(C)=O)sc2c(OC)c(Br)ccc12,-5,-10,12,8,-8,2,-50,-2,-8,-3,-28
CCOC(=O)c1c(N2C(=O)C=CC2=O)sc(C)c1C,·,2,·,-2,-11,20,-9,18,-11,5,3
COc1ccc(-n2nnnc2-c2ccc(S(C)(=O)=O)cc2Cl)cc1,5,-7,12,7,4,-20,10,8,8,-33,19
Cc1ccc(S(=O)(=O)NCCc2ccncc2)cc1,-10,-11,1,-1,6,-7,0,2,1,11,6
CCCN(CC(=O)Nc1ccccc1C)C(=O)c1cn2ccccc2n1,9,-7,-2,-4,-4,3,18,-7,-18,-6,16
O=C(NCCS(=O)(=O)N1CCN(c2ccccc2)CC1)c1cccs1,-26,-3,-3,-1,-9,3,12,2,-2,-10,-6
CCn1c(C)nc2cc(C(=O)NNS(=O)(=O)c3ccccc3F)ccc21,-12,-7,4,10,-3,-2,-8,3,-33,-17,-1
COc1ccc(-n2nc(C(=O)NCc3ccco3)c3c4ccccc4n(C)c3c2=O)cc1,2,-5,3,15,-4,-1,8,-1,-12,8,6
COc1ccc(NC(=S)Nc2ccc(Oc3ccccc3)cc2)cc1,29,-3,5,-3,5,-2,16,-5,-2,-28,12
Cc1ccc(NC(=O)/C=C/c2ccco2)cc1S(=O)(=O)N1CCCCCC1,21,-12,50*,-17,5,4,-14,4,-9,-31,23
CN(C)/C=C(\C=O)c1c(Cl)cccc1Cl,-8,-4,-5,3,-16,-3,-2,-9,7,-10,13
COc1cc(C(=O)NC(C)c2ccc(-n3ccnc3)cc2)cc(OC)c1C (centres undefined),-3,5,-12,5,8,-5,-1,-18,-2,-5,0
O=C(NNc1cccc(Cl)n1)C1CC1,-18,-5,9,17,-8,3,-2,10,2,-4,7
NC(=O)C1CCN(C(=O)CN(c2ccc3c(c2)OCCO3)S(=O)(=O)c2ccccc2)CC1,-16,-1,-2,-4,1,-2,-7,-8,3,-4,-20
CCCCN(C)CCNC(=O)C(NC(=O)C1CCC(C)CC1)C(C)C (centres undefined),-10,6,-5,-1,9,0,2,-1,1,-6,24
COc1ccccc1CN(C)C(=O)c1cccc(S(=O)(=O)N2CCc3ccccc3C2)c1,-3,-1,0,-9,-4,-12,20,-16,1,18,-2
CC1(C)Cc2c(c(-c3ccccc3)nc(N3CCOCC3)c2C(N)=O)CO1,-4,-8,4,-6,2,-4,9,-5,-51,-4,8
Cc1nc2c3cc(F)ccc3n(Cc3ccccc3F)c2s1,-28,-2,4,-3,-13,-8,4,3,-10,11,1
CC(=O)c1cccc(NC(=O)N2CCOCC2)c1,26,0,-12,7,-34,-1,3,-8,9,10,-5
CC(C)C(OC(=O)c1cccs1)C(=O)NCc1ccc(F)cc1 (centres undefined),-3,-5,14,-12,5,-2,1,-1,-6,10,-47
CCOC(=O)C1=C(C)NC(SCc2cc(=O)[nH][nH]2)=C(C#N)C1c1cccs1 (centres undefined),-4,-15,19,5,-17,4,-11,6,11,12,-5
CSc1ccccc1NC(=O)c1cc(C(C)C)on1,-50,-4,-29,-5,3,-31,-47,0,-75,-62,-19
O=C(CN1CCC(C(=O)c2ccc(F)cc2)CC1)Nc1ccccc1Cl,1,5,3,-6,-11,1,15,-14,12,9,0
O=C(Oc1ccccc1N1C(=O)C2CCCCC2C1=O)c1ccccc1 (centres undefined),3,-3,-16,-16,5,6,11,-8,-4,-8,-6
O=C(Nc1ccc(S(=O)(=O)N2CCOCC2)cc1)c1cccc([N+](=O)[O-])c1,-11,-8,-14,19,-13,-3,42,2,3,13,3
CCCCn1c(/N=C/c2ccc3c(c2)OCO3)nc2ccccc21,18,0,11,4,7,0,-10,0,2,3,15
Nc1nonc1-n1nnc(C(=O)N/N=C/c2ccc(F)cc2)c1-c1ccc2c(c1)OCO2,-13,1,14,-5,4,-5,4,-8,-7,14,-14
O=c1[nH]cc(COCc2ccccc2)c(=O)[nH]1,-1,5,-7,7,-8,-5,6,-2,-1,10,7
CNCc1c(OCc2ccccc2)ccc2ccccc12,12,6,11,1,11,-1,0,-7,16,-10,0
O=C(Cn1c(=O)oc2cc(S(=O)(=O)N3CCCCC3)ccc21)N1CCCCC1,25,3,6,11,-6,-8,14,11,5,-4,-8
COc1ccc(CN(C)CC(=O)NC(=O)NCc2ccccc2)c(OC)c1,-9,-3,28,1,5,-5,20,-1,0,0,0
COCCN1C(=O)N(c2cccc(OC)c2)C(=O)C1CC(=O)Nc1ccc(Cl)cc1 (centres undefined),-8,-5,2,4,-4,1,-2,3,5,5,3
CCOc1ccc(S(=O)(=O)N2CCOCC2)cc1NC(=O)C1=COCCO1,10,-1,10,13,-6,-6,-30,4,-3,-10,-2
CC(C)C(=O)Nc1ncc2c(n1)CC(c1cccs1)CC2=O (centres undefined),1,-7,3,2,4,1,11,-2,11,16,5
Cc1ccc2c(n1)CC(C)(C)C/C2=N\O,8,2,12,·,-6,-12,23,6,4,-16,19
COCCN(C(=O)CSc1nnc(-c2ccc(F)cc2)n1N)c1c(N)n(CC(C)C)c(=O)[nH]c1=O,-21,-13,-2,7,3,-14,25,-5,-2,1,-5
O=C(O)C1CC=CCC1C(=O)Nc1cccc(C(=O)N2CCCCC2)c1 (centres undefined),6,-6,8,3,-32,-1,16,10,1,11,4
O=C(NCc1cnn(-c2ccccc2)c1)C1CCC(=O)N(C2CC2)C1 (centres undefined),-2,-3,4,-1,6,5,10,-5,-26,8,7
CC1CCN(S(=O)(=O)c2ccc3c(c2)N(CC(=O)NCCCN(Cc2ccccc2)C(C)C)C(=O)CO3)CC1,-3,-4,6,-1,10,-11,4,-11,3,1,7
COc1ccc(C(=O)Cn2c(N3CCCCC3)nc3c2c(=O)n(C)c(=O)n3C)cc1OC,-1,-10,-3,18,-13,-5,11,0,1,25,0
COc1cccc(-c2nn(-c3ccccc3)cc2C(=O)OCC(=O)Nc2ncc(Cl)cc2Cl)c1,13,-4,-17,-6,-13,7,-20,-2,9,-7,-6
Cc1ccc2c(CC(=O)OC(C)C(=O)Nc3ncc(Cl)cc3Cl)coc2c1 (centres undefined),21,8,2,-2,-4,10,-20,0,-15,-6,-2
O=c1c(Br)c(Br)cnn1-c1ccccc1,-60,19,-5,2,97*,2,-18,9,-87,77*,-43
CCC(=O)Nc1ccc2c(c1)OC[C@@H](C)N(C(=O)c1ccccn1)C[C@@H](C)[C@@H](OC)CN(C)C2=O,-5,5,0,·,10,·,18,·,·,·,·
CCOC(=O)c1[nH]c2ccc(Cl)cc2c1NC(=O)/C=C/c1ccc2c(c1)OCO2,3,2,-28,·,24,7,6,-6,-18,13,9

# Quoted from above (11 entries):
SMILES,NCOA2 inhibitor,NOD2-RIPK2 inh,NR2F2 inh,Vif inh,TRAIL sens C8,LMP1 NFkB inh,NR5A2 inv ag,TLR9-MyD88 inh,SRC1 inh,TROY signal inh,NCOA3 inh
CC(C)C(=O)Nc1ncc2c(n1)CC(c1cccs1)CC2=O (centres undefined),1,-7,3,2,4,1,11,-2,11,16,5
Cc1ccc2c(n1)CC(C)(C)C/C2=N\O,8,2,12,·,-6,-12,23,6,4,-16,19
COCCN(C(=O)CSc1nnc(-c2ccc(F)cc2)n1N)c1c(N)n(CC(C)C)c(=O)[nH]c1=O,-21,-13,-2,7,3,-14,25,-5,-2,1,-5
O=C(O)C1CC=CCC1C(=O)Nc1cccc(C(=O)N2CCCCC2)c1 (centres undefined),6,-6,8,3,-32,-1,16,10,1,11,4
O=C(NCc1cnn(-c2ccccc2)c1)C1CCC(=O)N(C2CC2)C1 (centres undefined),-2,-3,4,-1,6,5,10,-5,-26,8,7
CC1CCN(S(=O)(=O)c2ccc3c(c2)N(CC(=O)NCCCN(Cc2ccccc2)C(C)C)C(=O)CO3)CC1,-3,-4,6,-1,10,-11,4,-11,3,1,7
COc1ccc(C(=O)Cn2c(N3CCCCC3)nc3c2c(=O)n(C)c(=O)n3C)cc1OC,-1,-10,-3,18,-13,-5,11,0,1,25,0
COc1cccc(-c2nn(-c3ccccc3)cc2C(=O)OCC(=O)Nc2ncc(Cl)cc2Cl)c1,13,-4,-17,-6,-13,7,-20,-2,9,-7,-6
Cc1ccc2c(CC(=O)OC(C)C(=O)Nc3ncc(Cl)cc3Cl)coc2c1 (centres undefined),21,8,2,-2,-4,10,-20,0,-15,-6,-2
O=c1c(Br)c(Br)cnn1-c1ccccc1,-60,19,-5,2,97*,2,-18,9,-87,77*,-43
CCC(=O)Nc1ccc2c(c1)OC[C@@H](C)N(C(=O)c1ccccn1)C[C@@H](C)[C@@H](OC)CN(C)C2=O,-5,5,0,·,10,·,18,·,·,·,·

# Screening results from PubChem.
